Screens as filed in PubChem.
HttQ103 aggreg – qHTS Multiplex Assay to Identify Dual Action Probes in a Cell Model of Huntington: Aggregate Formation (GFP) | PC12 HttQ103-GFP aggregates, Acumen cytometry, 40 h | Potency, µM (highest dose often 46.1 µM), without a hit: at the highest dose activity change, negative = inhibition, usual class: inhibitors | actives 1.1% (n = 220,000); further: potency means the concentration at half of the fitted maximal effect; on the % scale 0 is the no-effect control and ±100 the full control effect; nearly all actives have a fitted effect of over 60% in size
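Aggregate formation scored by laser-scanning cytometer (488 excitation, 500–530 emission) in lysed PC12 cells expressing Q103-GFP after 100 nM tebufenozide induction; library tested in dose series, with ATPLite reagent added in the multiplex.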
SMN2 splice enh – qHTS Assay for Enhancers of SMN2 Splice Variant Expression; HEK293 SMN2-luciferase splicing reporter, luminescence, 30-36 h; Potency, µM (doses to about 46.1 µM), for inactives: at the top dose activity change, positive = activation, most hits filed as activators; actives 2.8% (n = 210,000); further: potency means the concentration at half of the fitted maximal effect; % of control where 0% means no effect; nearly all actives have a fitted effect of over 55% in size
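HEK293 cells carry an SMN2 […]–luciferase reporter in which exon 7 inclusion puts luciferase in frame. Cells were plated 10-12 h before compound addition, then incubated 30-36 h at 37C. ONE-Glo luminescence was read; sodium butyrate at 4.5 mM final served as control.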
HTT cytoprotect – qHTS Multiplex Assay to Identify Dual Action Probes in a Cell Model of Huntington: Cytoprotection (ATP). PC12 HTT-Q103 induced, cytoprotection, ATP luminescence, 40 h. Potency, µM (doses to about 56.4 µM), for inactives: cytoprotection (ATP increase), usual class: activators. actives 0.14% (n = 230,000). AID 1471, 2008;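 further: potency means the concentration at half of the fitted maximal effect; % of control where 0% means no effect; nearly all actives have a fitted effect of over 45% in size; toxic huntingtin expression switched on by the ecdysone agonist tebufenozide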
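ATP quantification (ATPlite) reports survival of PC12 cells in which tebufenozide, 100 nM final, switches on Htt exon 1 with 103 glutamines linked to GFP; compounds are titrated.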
IMPase Li inh – qHTS Assay for Identifying the Cell-Membrane Permeable IMPase Inhibitors: Potentiation with Lithium. CHO-M1 cells, IP1 TR-FRET (IP-One), carbachol + lithium. Potency, µM (doses to about 59.4 µM), for inactives: at the top dose activity, negative = IMPase inhibition, usual class: inhibitors. actives 0.35% (n = 210,000);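 further: IP1 builds up when IMPase is blocked and the TR-FRET signal falls; potency means the concentration at half of the fitted maximal effect; plate controls were basal vehicle for no effect and high inhibitor control for full effect; nearly all actives have a fitted effect of over 50% in size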
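CHO cells stably expressing M1 receptor (2000/well, cultured 16–30 h) treated 30 min at 37C with compound plus low lithium. Cytosolic IP1 by TR-FRET (665/620 ratio and 620 channel) after 10 min lysis; AC50 by Hill fit.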
CBFb-RUNX1 inh – qHTS Assay for Compounds Blocking the Interaction Between CBF-beta and RUNX1 for the Treatment of Acute Myeloid Leukemia; 230,000 tested, under 10 active; AlphaScreen CBFb-His/RUNX1-biotin binding, biochemical; AID 1477, 2009; Potency, µM (doses to about 59.8 µM), for inactives: at the highest dose activity, negative = inhibition, actives largely listed as inhibitors; further: % of control where 0% means no effect
Target sequence (Q01196 whole entry, looked up): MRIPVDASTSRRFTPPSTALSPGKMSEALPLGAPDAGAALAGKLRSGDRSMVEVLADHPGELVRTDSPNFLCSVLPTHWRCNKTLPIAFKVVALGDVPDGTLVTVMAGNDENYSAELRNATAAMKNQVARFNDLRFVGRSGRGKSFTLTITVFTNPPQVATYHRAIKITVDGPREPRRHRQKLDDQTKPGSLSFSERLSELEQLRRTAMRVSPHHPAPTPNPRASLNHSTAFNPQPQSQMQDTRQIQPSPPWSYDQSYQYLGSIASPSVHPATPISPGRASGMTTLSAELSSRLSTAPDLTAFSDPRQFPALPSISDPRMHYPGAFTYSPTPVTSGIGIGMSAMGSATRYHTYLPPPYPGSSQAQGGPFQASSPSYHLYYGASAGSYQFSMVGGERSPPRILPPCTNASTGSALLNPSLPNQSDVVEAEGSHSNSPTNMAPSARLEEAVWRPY
Target sequence (Q13951 whole entry, looked up): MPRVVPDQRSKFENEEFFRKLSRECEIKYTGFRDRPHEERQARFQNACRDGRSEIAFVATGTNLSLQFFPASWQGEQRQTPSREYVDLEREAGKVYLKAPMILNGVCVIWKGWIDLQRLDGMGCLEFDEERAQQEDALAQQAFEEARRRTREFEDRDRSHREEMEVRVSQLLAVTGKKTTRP
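Proteins preincubated together for 20 min at RT before compound addition; 15 min later, nickel and streptavidin beads were added and left 90 min prior to AlphaScreen measurement.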
Lamin A splicing – qHTS Assay for Modulators of Lamin A Splicing. HeLa LMNA splicing GFP/RFP minigene ratio, 48 h. Potency, µM (titrated, usually from 46.1 µM), inactives show at the top dose ratio change, negative = inhibition, actives largely listed as inhibitors. actives 0.01% (n = 200,000); active means well fitted inhibition curve with a large enough effect in the signal ratio, with a control signal flat, not every such curve was filed as active; inconclusive means small, poorly fitted or top-dose-only effect, or effect the other way, or a change in a side signal; the % refers to the signal ratio; further: potency means the concentration at half of the fitted maximal effect; on the % scale 0 is the no-effect control and ±100 the full control effect
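S3 HeLa cells stably expressing lamin A-EGFP splicing minigene plus DsRed2, 600 cells/well, 48 h compound exposure at 37C. Laser-scanning cytometry; analysed as GFP (500-530 nm)/RFP (575-640 nm) total intensity ratio; 0.5% DMSO vehicle.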
KinaseGlo FLuc – Counterscreen for Luciferase (Kinase-Glo TM) Inhibition | Luciferin 4-monooxygenase (Photuris pensylvanica), Q27757 | Kinase-Glo luciferase, ATP luminescence, 8 min | Potency, µM (titrated, usually from 38.3 µM), for inactives: top-dose activity change, negative = inhibition, hits mostly inhibitors | actives 0.28% (n = 200,000); further: potency means the concentration at half of the fitted maximal effect; on the % scale 0 is the no-effect control and ±100 the full control effect; nearly all actives have a fitted effect of over 60% in size
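Recombinant Kinase-Glo luciferase, 10 uM ATP (linear range), luciferin; imidazole pH 7.2 / KCl / MgCl2 / Tween / BSA buffer; 8 min RT; luminescence.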
Numbers without * were called inactive; ? = inconclusive; nt = not tested or not shown; [ ] = remark or other dose. Unless noted, the call rests on the fitted dose curve; in most records, active means well fitted curve in the direction sought with a large enough effect; inconclusive means small, poorly fitted or top-dose-only effect, or another doubt; inactive means no such curve, though single readings can be large; an effect the other way counts as inactive or inconclusive. Compounds as they come, and some 4% of all compounds hit somewhere here.

Keys – A = HttQ103 aggreg; B = SMN2 splice enh; C = HTT cytoprotect; D = IMPase Li inh; E = CBFb-RUNX1 inh; F = Lamin A splicing; G = KinaseGlo FLuc
COC(=O)c1ccccc1NC(=O)/C=C/c1cc(OC)c(OC)c(OC)c1
  A: 17%	B: -32%	C: -3%	D: 51%[activator][38.3 µM]	E: -10%	F: ?	G: -2%

CCCCCCn1c(NCC)nc2c1c(=O)n(C)c(=O)n2C
  A: 4µM*	B: -63%[inhibitor]	C: -42%[0.074 µM]	D: 11%[38.3 µM]	E: 9%	F: ?	G: -3%

O=C(NCc1ccc2c(c1)OCO2)c1ccncc1
  A: -8%	B: -9%	C: -23%[0.074 µM]	D: -6%[38.3 µM]	E: 0%	F: 4%	G: 0%

O=C(CSc1nnnn1-c1ccc(F)cc1)c1ccc(O)c(O)c1
  A: -20%	B: -41%[inhibitor]	C: -36%[inhibitor]	D: 31%[activator]	E: -23%	F: ?	G: -1%

Cc1ccc(C2C3=C(CC(C)(C)CC3=O)Nc3[nH]c(=S)[nH]c(=O)c32)cc1 (stereo not given)
  A: 18%	B: -1%	C: 11%[10 µM]	D: 1%	E: 6%	F: -9%	G: 2%

O=C(NNC(=O)C1CC1c1ccccc1)c1ccccc1[N+](=O)[O-] (stereo not given)
  A: -6%	B: 3%	C: 20%[10 µM]	D: -6%	E: 0%	F: -2%	G: -3%

O=C(NNc1cccc(Cl)n1)Nc1ccccc1
  A: 9%	B: 3%	C: 9%	D: -3%[38.3 µM]	E: 1%	F: 2%	G: 1%

CC1(c2ccc3ccccc3c2)NC(=O)N(CC(=O)NCc2cccs2)C1=O (stereo not given)
  A: 6%	B: -8%	C: 26%[10 µM]	D: -3%	E: -2%	F: ?	G: 0%

COCCNC(=O)Nc1ccc(F)cc1
  A: 12%	B: 17%	C: -16%	D: -2%	E: 8%	F: 9%[46 µM]	G: 0%

CCCCNS(=O)(=O)c1ccc2nc(-c3cccnc3)cc(C(=O)NC3CCCC3)c2c1
  A: 11%[9.22 µM]	B: nt	C: 8%[10 µM]	D: nt	E: 4%	F: nt	G: nt

CCCCCCOc1ccc(/C(C)=N/NC2=NCCN2)cc1[N+](=O)[O-]
  A: nt	B: -5%	C: nt	D: 2%	E: -8%	F: 6%[46 µM]	G: -2%

CCOC(=O)c1cnn(-c2cc(C)nc3c(-c4ccccc4)c(C)nn23)c1N
  A: -10%	B: 12%	C: -11%	D: 28%[38.3 µM]	E: 7%	F: 6%	G: 4%

C=CCN=c1scc(-c2ccc3c(c2)NC(=O)CO3)n1/N=C(\C)c1ccccn1
  A: 5µM*	B: -65%[inhibitor]	C: -53%[inhibitor][10 µM]	D: 16%	E: ?	F: ?	G: 3%

CN(c1ccc(OCC(=O)N2CCN(c3ccc(F)cc3)CC2)cc1)S(=O)(=O)c1cccs1
  A: ?	B: -58%[inhibitor]	C: -15%	D: 12%	E: -8%	F: 19%[9.22 µM]	G: -2%

CCOc1c2c(nc3ccc(Cl)cc13)CCC2
  A: -11%	B: 0%	C: -6%[0.074 µM]	D: 3%[38.3 µM]	E: 6%	F: 4%	G: 4%

COc1cc(NC(=O)c2c(F)cccc2F)c(Cl)cc1Cl
  A: 8%	B: -14%	C: -9%	D: 0%	E: 17%	F: 0%[46 µM]	G: -3%

COCCCNC(=S)N1CCN(S(C)(=O)=O)CC1
  A: -9%	B: -7%	C: 7%[10 µM]	D: -3%	E: 2%	F: 0%	G: -2%

O=C(O)c1ccccc1-n1cccc1C(=O)O
  A: 1%[9.22 µM]	B: nt	C: 9%[10 µM]	D: nt	E: -18%	F: 3%[46 µM]	G: nt

CCOC1=C/C(=C/c2c(N)n3oc(C)cc3nc2=O)C=CC1=O
  A: -27%	B: -18%	C: -16%	D: 11%	E: 0%	F: 11%[46 µM]	G: 1%

Fc1ccccc1COc1ccc(Br)cc1CNCC1CCCO1 (stereo not given)
  A: -8%	B: -11%	C: -9%	D: 3%	E: 4%	F: ?	G: 1%

CCc1ccc(NC(=O)CSc2nc3ccccc3c(=O)n2CCCC(=O)N2CCCC2)cc1
  A: 15%[9.22 µM]	B: -27%	C: -6%	D: 20%[38.3 µM]	E: 4%	F: 2%	G: 6%

O=C(O)CCCC(=O)N1CCc2cc(S(=O)(=O)N3CCc4ccccc43)ccc21
  A: -1%	B: -8%	C: -2%	D: -6%[38.3 µM]	E: 1%	F: 11%	G: 1%

COc1cc(NC(=O)C2CCCCC2)c2ncccc2c1
  A: ?	B: -6%	C: -20%	D: 23%[38.3 µM]	E: 7%	F: 2%	G: -2%

CSc1ccccc1NC(=O)CO/N=C(\C)c1cc2ccccc2o1
  A: 6%	B: -61%[inhibitor]	C: -1%[10 µM]	D: 1%	E: -3%	F: ?	G: 2%

O=C(COC(=O)/C=C/c1nc2ccccc2s1)Nc1cccc2ccccc12
  A: -1%	B: 14%	C: nt	D: -7%	E: -4%	F: -2%	G: 0%

Reformatted: entries from further up.
Under each structure – HttQ103 aggreg, SMN2 splice enh, HTT cytoprotect, IMPase Li inh, CBFb-RUNX1 inh, Lamin A splicing, KinaseGlo FLuc
- O=C(O)CCCC(=O)N1CCc2cc(S(=O)(=O)N3CCc4ccccc43)ccc21
    -1%, -8%, -2%, -6%[38.3 µM], 1%, 11%, 1%
- COc1cc(NC(=O)C2CCCCC2)c2ncccc2c1
    ?, -6%, -20%, 23%[38.3 µM], 7%, 2%, -2%

Later entries:
Keys – A = HttQ103 aggreg; B = SMN2 splice enh; C = HTT cytoprotect; D = IMPase Li inh; E = CBFb-RUNX1 inh; F = Lamin A splicing; G = KinaseGlo FLuc
Cc1ccc(OCC(=O)NNC(=O)CCc2ccccc2)cc1
  A: -5%	B: -22%	C: -9%	D: -3%[38.3 µM]	E: 5%	F: 12%	G: -3%

CCn1nnc(-c2ccccc2NC(=O)c2cccc(-n3cnnn3)c2)n1
  A: -9%[9.22 µM]	B: -15%	C: -14%	D: ?	E: 4%	F: -2%	G: 11%

CCCOc1ccc(C(=O)O)cc1
  A: -10%[9.22 µM]	B: nt	C: -15%[10 µM]	D: nt	E: 8%	F: nt	G: nt

CC(Nc1nc(N2CCN(CCO)CC2)nc2ccccc12)c1ccccc1 (stereo not given)
  A: 11%	B: -37%[inhibitor]	C: -23%	D: 2%	E: -3%	F: ?	G: 3%

CCOC(=O)N1CCN(C(c2ccc(C(C)C)cc2)c2sc3nc(C)nn3c2O)CC1 (stereo not given)
  A: ?	B: -6%	C: 7%[10 µM]	D: 22%[38.3 µM]	E: 7%	F: 5%	G: 3%

COc1cc(C(c2sc3nc(C)nn3c2O)N2CCOCC2)cc(OC)c1OC (stereo not given)
  A: -2%	B: -4%	C: 9%	D: 7%	E: -2%	F: -5%	G: 2%

Cc1cc(N)n(-c2ccccc2C)n1
  A: -6%	B: 10%	C: -18%	D: 8%	E: -16%	F: -13%[46 µM]	G: 0%

COc1ccccc1-c1cnnc(N/N=C/c2ccc(-c3cccc(Br)c3)o2)n1
  A: 20%	B: -5%	C: ?	D: 12%	E: 0%	F: -2%	G: 3%

O=C(COc1cc(O)c2c(=O)cc(-c3ccccc3)oc2c1)c1ccccc1
  A: -15%	B: -9%	C: -30%	D: -18%[38.3 µM]	E: -4%	F: 21%	G: -2%

COc1cccc(-c2ccc3ncnc(NCc4cccs4)c3c2)c1
  A: nt	B: -23%	C: -37%[inhibitor]	D: 26%	E: nt	F: ?	G: -2%

O=C1CCCC2=C1C(c1ccc(O)c(O)c1)c1c(ccc3ncccc13)N2 (stereo not given)
  A: 28%	B: ?	C: -5%	D: 14%	E: nt	F: -25%[46 µM]	G: 0%

CCN(C(=O)Cn1cnc2cc([N+](=O)[O-])ccc2c1=O)C1CCS(=O)(=O)C1 (stereo not given)
  A: 2%	B: 4%	C: 7%[10 µM]	D: 1%	E: 8%	F: 12%[46 µM]	G: -1%

CCc1nc2sc3c(=O)[nH]cnc3c2c2c1CSC(C)(C)C2
  A: 11%[9.22 µM]	B: nt	C: 1%[10 µM]	D: nt	E: 2%	F: nt	G: nt

CCC1=C2CC[C@H]3C(=O)N(C)C(=O)[C@H]3[C@H]2[C@@]2(C)C(=NCC(=O)OC)OC(=O)N2C1=O
  A: nt	B: 2%	C: -20%	D: -8%	E: 9%	F: nt	G: 5%

C=CCNC(=S)N1CCC(C(N)=O)CC1
  A: 7%	B: nt	C: -15%	D: -16%	E: 16%	F: nt	G: nt

CNC1=C(Br)C(=O)c2ccncc2C1=O
  A: nt	B: -83%[inhibitor]	C: -79%[inhibitor]	D: 31%[activator]	E: -18%	F: nt	G: -9%

Cc1nn(-c2ncc(C(F)(F)F)cc2Cl)c(=O)n1-c1ccccc1
  A: 20%	B: -6%	C: 13%	D: 24%[38.3 µM]	E: 2%	F: 27%	G: -5%

C(=C\c1ccccc1)/CSc1nnc(-c2cnccn2)n1Cc1ccco1
  A: -4%	B: 1%	C: 7%[1.9 µM]	D: 15%	E: ?	F: ?	G: -2%

CC(CC(=O)NC(C)c1ccc2c(c1)OCCO2)c1ccccc1 (stereo not given)
  A: 15%	B: -5%	C: -4%[10 µM]	D: 1%	E: 5%	F: -10%	G: -3%

Cc1ccc(N(C(C)C(=O)N2CCOCC2)S(C)(=O)=O)cc1C (stereo not given)
  A: 3%	B: 4%	C: 11%[10 µM]	D: 2%	E: -5%	F: 14%[46 µM]	G: -1%

CCC(=O)Nc1ccc2c(c1)nc(CCN1CCN(C)CC1)n2C
  A: -17%	B: nt	C: -5%	D: nt	E: -3%	F: -9%	G: nt

O=C(Cc1ccccc1)NC1CCN(C(=O)NCc2ccccc2)CC1
  A: 0%	B: 4%	C: 0%	D: 8%[38.3 µM]	E: 1%	F: 1%	G: -2%

Cc1nc(-c2ccccc2)nc2[nH]c(C(C)C)cc(=O)c12
  A: 5%	B: -5%	C: -13%	D: -17%[38.3 µM]	E: 13%	F: -8%	G: 1%
